High-throughput results (PubChem BioAssay)
RORg inh = ROR gamma (mouse) transcription inhibition. Potency, µM (titrated, usually from 53.6 µM), without a hit: at the highest dose activity change, negative = inhibition, most hits filed as inhibitors. AID 2551. Drosophila S2 Gal4-RORgamma UAS-luciferase reporter, 20 h. actives 5.4% (n = 310,000). P51450; note: potency is the fitted concentration of half-maximal effect; % is set by controls: 0 for no effect and ±100 for the full control effect; nearly all actives have a fitted effect of over 60% in size
Target sequence (P51450 whole entry, looked up, the tested form may be a part): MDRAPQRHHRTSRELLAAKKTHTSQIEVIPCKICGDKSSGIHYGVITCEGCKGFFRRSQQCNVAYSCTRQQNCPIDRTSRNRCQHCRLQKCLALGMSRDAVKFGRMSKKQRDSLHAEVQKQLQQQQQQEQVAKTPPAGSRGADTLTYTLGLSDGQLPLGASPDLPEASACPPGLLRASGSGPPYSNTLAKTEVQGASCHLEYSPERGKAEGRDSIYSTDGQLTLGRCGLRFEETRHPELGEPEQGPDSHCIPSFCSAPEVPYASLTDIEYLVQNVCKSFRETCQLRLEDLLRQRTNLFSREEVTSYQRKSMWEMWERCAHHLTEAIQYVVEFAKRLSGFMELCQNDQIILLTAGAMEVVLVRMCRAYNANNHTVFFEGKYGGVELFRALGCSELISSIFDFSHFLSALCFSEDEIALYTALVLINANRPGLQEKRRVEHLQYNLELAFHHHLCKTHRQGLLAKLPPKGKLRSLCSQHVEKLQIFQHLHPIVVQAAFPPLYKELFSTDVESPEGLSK
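In this cell-based reporter format, copper sulfate (700 uM final) drives Gal4–ROR gamma fusion expression from a metallothionein promoter in Drosophila Schneider cells; compounds preincubated 1 hr, reporter read after 20 hr at ambient temperature.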
Coupling enz = counter-screen for Giardia aldolase inhibitors: coupling enzyme system | coupling enzyme system counterscreen, AmpLite Red fluorescence | activity change, negative = inhibition, % at 58.2 µM, hits read low | actives 0.67% (n = 290,000); in the data active = activity change below about -30%; note: % is set by controls: 0 for no effect and ±100 for the full control effect
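First, compound is pin-transferred into glyceraldehyde-3-phosphate coupling-enzyme reagent at 57.5 uM final and held 10 min at RT. Next, substrate, coupling system and AmpLite Red are added. After 20 min RT, fluorescence (525/598 nm) is read.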
ELG1 genotoxic = inducers of genotoxicity in HEK293T ELG1-luciferase cells; actives 1.3% (n = 330,000); AID 504466; Potency, µM (doses to about 46 µM), for inactives: at the highest dose activity change, positive = activation, usual class: activators; HEK293T ELG1-luciferase reporter, luminescence, 16 h; note: potency is the fitted concentration of half-maximal effect; % of control where 0% means no effect; nearly all actives have a fitted effect of over 60% in size
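Luminescence read-out: rising ELG1-luciferase signal, reflecting elevated ELG1 protein under genetic stress, flags genotoxic compounds. Cells were treated for 16 hr at 37 °C before ONE-Glo detection.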
KCNH2 3.1 block = inhibitors of human KCNH2 3.1 potassium channel isoform. U2OS KCNH2 3.1, thallium flux FluxOr; stronger effect = lower value. activity change, % (tested at about 1.8 µM). actives 0.95% (n = 340,000). AID 720553;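 active = maximum activity change below -70%; inconclusive = maximum activity change from -70% to -50%; inactive = maximum activity change above -50%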;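 note: thallium influx rate constant from kinetic fluorescence after stimulation buffer; % is set by controls: 0 for no effect and ±100 for the full control effect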
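Kinetic fluorescence (2 min after stimulation buffer) measures Tl+ influx through KCNH2 3.1 expressed by viral transduction in U2OS cells; the rate constant is normalized against DMSO controls serving as positive and negative references.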
Gal4-VP16 FLuc = counter-screen for ROR gamma inhibitors: Gal4-VP16 reporter; actives 3.5% (n = 310,000); Potency, µM (top dose mostly 53.6 µM), without a hit: top-dose activity, negative = inhibition, hits mostly inhibitors; Drosophila S2 Gal4-VP16 UAS-luciferase, luminescence, 20 h; AID 2546;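 note: Gal4-VP16 expression switched on by copper sulfate through the metallothionein promoter; potency is the fitted concentration of half-maximal effect; % is set by controls: 0 for no effect and ±100 for the full control effect; nearly all actives have a fitted effect of over 50% in size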
uPA surface inh = inhibitors of cell surface uPA generation. cell surface uPA generation assay, qHTS. Potency, µM (highest dose often 38.3 µM), inactives show at the top dose activity change, negative = inhibition, usual class: inhibitors. actives 0.31% (n = 330,000); active = well fitted inhibition curve with a large enough effect; inconclusive = small, poorly fitted or top-dose-only effect; inactive = no such curve, though single readings can be large or run the other way; tested in mouse RAW 264.7 cells; note: potency is the fitted concentration of half-maximal effect; % is set by controls: 0 for no effect and ±100 for the full control effect; nearly all actives have a fitted effect of over 55% in size
FLuc counter = inhibits or activates purified firefly luciferase, miR-21 counter-screen | purified FLuc, Km substrates, luminescence inhibition | Potency, µM (highest dose often 57.5 µM), without a hit: at the highest dose activity change, negative = inhibition, usual class: inhibitors | actives 6.9% (n = 360,000) | AID 588342;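 note: potency is the fitted concentration of half-maximal effect; plate controls were vehicle for no effect and reference inhibitor for full effect; nearly all actives have a fitted effect of over 55% in size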
Target sequence (P08659 whole entry, looked up): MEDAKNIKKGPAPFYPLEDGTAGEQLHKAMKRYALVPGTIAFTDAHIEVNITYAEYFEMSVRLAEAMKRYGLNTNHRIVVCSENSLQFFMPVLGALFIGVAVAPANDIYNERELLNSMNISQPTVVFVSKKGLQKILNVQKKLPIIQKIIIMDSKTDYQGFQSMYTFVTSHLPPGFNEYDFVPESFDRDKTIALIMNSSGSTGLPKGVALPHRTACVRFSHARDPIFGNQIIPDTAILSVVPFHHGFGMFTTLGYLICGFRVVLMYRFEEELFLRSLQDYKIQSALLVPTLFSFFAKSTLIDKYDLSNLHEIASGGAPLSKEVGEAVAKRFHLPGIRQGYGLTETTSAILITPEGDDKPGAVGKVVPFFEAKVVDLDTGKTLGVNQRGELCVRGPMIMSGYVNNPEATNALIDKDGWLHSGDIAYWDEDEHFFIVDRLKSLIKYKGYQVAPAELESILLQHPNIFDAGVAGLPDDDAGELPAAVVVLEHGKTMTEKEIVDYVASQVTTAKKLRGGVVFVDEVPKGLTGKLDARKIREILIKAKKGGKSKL
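Purified P. pyralis luciferase (10nM final) with 10uM D-luciferin and 10uM ATP (Km levels) in 50mM Tris acetate pH 7.5, 10mM Mg acetate, 0.01% Tween-20, 0.05% BSA; qHTS 6-point titration, ~60 µM downward; luminescence read.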
Rab9 prom act = activates the Rab9 promoter; Potency, µM (titrated, usually from 9.22 µM), without a hit: at the highest dose activation, negative = inhibition, usual class: activators; actives 2.8% (n = 320,000); AID 485297; Huh7 Rab9 promoter-luciferase reporter, luminescence, 24 h; note: potency is the fitted concentration of half-maximal effect; % of control where 0% means no effect; nearly all actives have a fitted effect of over 60% in size
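Steps: seed 1500 Huh7 Rab9-luc cells per well, rest 2 h at 37 °C; add compound in DMSO; incubate 24 h; add luciferase reagent, 10 min ambient; read luminescence.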
Giardia killer = Giardia lamblia killing; AID 540267; Giardia lamblia trophozoite viability; actives 0.15% (n = 340,000); activity change, % at 7.66 µM, hits read low; in the data active = activity change below about -80%; inconclusive = between about -30% and that limit;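 note: parasites exposed to compound for two days anaerobically before the ATP read; % is set by controls: 0 for no effect and ±100 for the full control effect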
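Trophozoites 100 cells/well + cpd; 48 hrs, 37 deg C, anaerobic. ATPLite 1-Step added, 15-30 min RT, luminescence read (ATP-based viability).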
NPC1 prom act = activators of NPC1 promoter; Huh7 NPC1 promoter luciferase reporter, 24 h; Potency, µM (doses to about 9.22 µM), without a hit: at the highest dose activation, hits mostly activators; actives 2.4% (n = 320,000); AID 485313;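 note: potency is the fitted concentration of half-maximal effect; % of control where 0% means no effect; nearly all actives have a fitted effect of over 60% in size; reporter is driven by a mutant NPC1 promoter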
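Luminescence read-out of NPC1 promoter-driven luciferase in stably transfected Huh7 cells; compounds delivered in DMSO and left 24 h at 37C, 5% CO2, qHTS titration format.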
Tb PFK inh = inhibitors of T. brucei phosphofructokinase; O15648; T. brucei PFK, ADP-Glo luminescence; Potency, µM (series often up to 57.5 µM), without a hit: at the highest dose activity, negative = inhibition, hits mostly inhibitors; actives 0.17% (n = 330,000);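 note: potency is the fitted concentration of half-maximal effect; 0% = uninhibited 1x PFK enzyme wells and -100% = no-enzyme wells; nearly all actives have a fitted effect of over 60% in size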
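PFK 1.25 nM, F6P 0.5 mM, ATP 0.1 mM, 0.1 M TEA pH 8.0, 5 mM MgCl2, 0.01% Tween20, 0.1% BSA; 45 min RT. ADP-Glo readout. qHTS titration up to 57 uM; curves fitted, compounds curve-classed.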
* hit, by the source's call; ? = inconclusive; nt = not tested or not shown; [ ] = dose if it differs, or a comment. Unless noted, calls come from the whole dose curve; as a rule, active = well fitted curve in the direction sought with a large enough effect; inconclusive = small, poorly fitted or top-dose-only effect, or another doubt; inactive = no such curve, though single readings can be large; an effect the other way counts as inactive or inconclusive.

SMILES	RORg inh	Coupling enz	ELG1 genotoxic	KCNH2 3.1 block	Gal4-VP16 FLuc	uPA surface inh	FLuc counter	Rab9 prom act	Giardia killer	NPC1 prom act	Tb PFK inh
Cc1ccc(NC2CCCN(C(=O)C3CCCC3)C2)cc1C (stereo not given)	?	-8	-5%	nt	0%	1%	5%	0%	20	-3%	-11%
CCCCC(=O)NC(=S)Nc1ccc(NC(=O)C(C)C)c(OC)c1	?	3	-2%	4	?	1%	-3%	2%	5	-2%	-1%
CNS(=O)(=O)c1cn(CC(=O)NCc2ccc(N(C)C)cc2)cc1S(=O)(=O)NC	-1%	1	2%	-4	-4%	4%	6%	-3%	4	-1%	0%
CCn1ccnc1CNCc1ccc(OCC(O)CN(C)Cc2ccccc2)cc1 (stereo not given)	-1%	0	2%	2	-3%	-2%	0%	0%	-3	-2%	-4%
COc1cccc(C2C(C#N)=C(N)Oc3cc(C)oc(=O)c32)c1OC (stereo not given)	0%	5	0%	-16	4%	-3%	0%	-2%	11	0%	-2%
Cc1occc1-c1nnc(SCC(=O)Nc2ccccc2)n1Cc1ccccc1	33%	6	-2%	-8	0%	5%	1%	2%	6	1%	4%
O=C(Nc1cccc(-c2cccc(Cl)c2)c1)C1CCN(CC2CCOC2)CC1 (stereo not given)	?	nt	-2%	?	-18%	-15%	2%	-1%	-13	0%	-1%
COC(=O)c1nn(-c2ccc3c(c2)OCO3)cc1O	-21%	nt	?	-8	-26%	nt	11µM*	20%	-2	?	-9%
O=C(CCCCCNc1nc(=S)[nH]c2ccccc12)NCCC1=CCCCC1	-31%	0	6%	-8	4%	-4%	-2%	-1%	1	-1%	0%
O=C(NNC(=O)c1cc(Cl)ccc1O)c1cccs1	13µM*	-1	9%	3	-8%	-5%	21µM*	25%	11	26%	15%
Cc1ccc(S(=O)(=O)N2CCOCC2)cc1C(=O)c1nccn1C	2%	-6	1%	-18	0%	-2%	0%	-5%	-2	0%	0%
Cc1ccc(NCc2nnc(SCC(=O)N3CCCc4ccccc43)o2)c(C)c1	32%	-2	-14%	2	-3%	2%	1%	-6%	-6	0%	3%
COc1ccc(N/C=C2/Sc3ccccc3NC2=O)cc1	-20%	-1	?	-5	-10%	-20%	2.7µM*	?	13	?	2%
CC12CCC(c3c(C(=O)O)nn(-c4ccc(F)cc4)c31)C2(C)C (stereo not given)	-1%	6	-2%	3	13%	-3%	12%	-5%	-2	-3%	0%
Cc1ccc(NC(=O)NNc2cccc(Cl)n2)cc1	-1%	0	0%	-5	11%	-1%	-2%	4%	22	-4%	-10%
O=C(C1CCN(Cc2ccc(Cl)cc2)CC1)N1CCN(C(c2ccccc2)c2ccccc2)CC1	?	1	-1%	-41	?	-6%	1%	-5%	-22	-5%	0%
C=CCn1c(COc2ccc(F)cc2)nnc1SCC(=O)Nc1cccc(S(N)(=O)=O)c1	-1%	1	-6%	-5	-19%	-3%	?	-1%	-12	2%	-8%
Cc1ccc(-c2noc(CSc3nc(N)cc(N)n3)n2)cc1	?	0	13%	-13	?	-3%	15µM*	2.2µM*	6	2.8µM*	8%
CCN(Cc1ccccc1)c1ccc(/C=C(\C#N)c2ccccn2)cc1	?	-7	?	-5	?	-3%	7.6µM*	1.4µM*	-7	3.5µM*	-5%
C(=N\N1CCN(Cc2cccc3ccccc23)CC1)/c1cccs1	20%	0	-6%	1	17%	2%	-1%	-1%	-9	0%	0%
CC(=O)Nc1ccc(NC(=O)C(=O)N/N=C/c2cccnc2)cc1	5%	0	-2%	-17	4%	8%	7%	0%	5	1%	3%
CC(C)NC(=O)Cn1nc(C(F)(F)F)c2c1CCC2	-5%	-3	1%	1	-1%	-3%	-2%	-2%	6	3%	0%
O=[N+]([O-])c1ccc(N2CCN(CCO)CC2)cc1NCc1ccco1	9%	4	1%	-14	-10%	-2%	3%	-3%	6	1%	-1%
Cc1cccc(N(Cc2ccccc2)C(=O)c2cc(S(=O)(=O)N3CCOCC3)ccc2Cl)c1	nt	nt	-3%	11	nt	0%	2%	1%	-19	-2%	7%
CCCCn1c(=N)n(CC(=O)C(C)(C)C)c2ccccc21	5µM*	0	-8%	-10	?	1%	2%	5%	1	0%	-2%
CC(C)CCC(CC(C)O)c1n[nH]c(=S)n1-c1ccccc1 (stereo not given)	?	0	-1%	-2	?	2%	4%	-6%	8	-1%	1%
COc1ccc(-c2cc(=O)oc3cc(OC(C)C(=O)NCC4CCC(C(=O)O)CC4)ccc23)cc1 (stereo not given)	11%	1	7%	9	15%	6%	-1%	-2%	-22	-5%	-8%
Cc1nn(-c2ccc(F)cc2)c(Cl)c1/C=N/NC(=O)c1cccs1	?	4	17%	14	-18%	1%	?	2µM*	2	?	3%
CCOc1ccc(NC(=O)CN(C)C(=O)c2ccccc2SCC(=O)N2CCCC2)cc1OCC	nt	nt	1%	-5	nt	-10%	4%	1%	-8	-1%	18%
OCc1ccnc2c(O)cccc12	43%	2	-7%	2	-2%	-1%	-5%	-20%	1	-6%	2%
CSc1cccc(NS(=O)(=O)c2cc(Br)cnc2N)c1	16%	nt	0%	0	-14%	8%	3%	-2%	-17	0%	-5%
CN(C)/C=C1/NC(=S)NC1=O	-3%	-3	2%	0	2%	5%	1%	5%	2	0%	-4%
CCOC(=O)c1ccc(Nc2nnc3nc(C)cc(C)n23)cc1	4%	0	1%	-7	-2%	4%	0%	1%	8	0%	-5%
COCCN(CCOC)c1nc(-c2ccccc2)nc2ccccc12	?	1	-12%	-21	-11%	?	-9%	0%	-3	-2%	3%
O=C(Nc1ccc(C(F)(F)F)cc1)c1ccccc1	nt	nt	18%	-5	nt	-7%	?	2.5µM*	11	2.8µM*	2%
CCOC(=O)c1[nH]c(C)c(/C(O)=C2\C(=O)C(=O)N(CCN(C)C)C2c2cccc(OC)c2OC)c1C (stereo not given)	13%	2	2%	-14	-1%	nt	2%	12%	7	6%	-3%
O=C(Nc1c2c(nn1-c1ccccc1)CS(=O)(=O)C2)c1cccs1	16%	nt	1%	0	0%	-8%	4%	-3%	-15	-5%	-6%
Nn1c(SCC(=O)Nc2ccccc2F)nc2ccccc2c1=O	6%	3	-1%	18	-9%	nt	-1%	-2%	21	-2%	-2%
Cc1ccc2nc(-c3ccc(SCC(=O)Nc4ccc5c(c4)OCCO5)nc3)[nH]c2c1	?	-12	?	5	-15%	-7%	0.6µM*	2.8µM*	-12	3.2µM*	-1%
Cn1c(=O)c(C(=O)CSc2nncs2)c(N)n(Cc2ccccc2)c1=O	-14%	3	0%	-8	-6%	3%	5%	0%	6	-3%	-5%
COc1ccc(CNC(=O)N[C@@H](CC(C)C)C(=O)O)cc1OC	0%	0	2%	2	-2%	1%	-2%	-2%	-9	-1%	-1%
O=c1nc2n(c3ncccc13)CCCCC2	-7%	1	-4%	-11	0%	-1%	-2%	-2%	-14	14%	-1%
COc1cccc(C(=O)NNC(=O)C(=O)Nc2ccc(OC)cc2OC)c1	14µM*	6	-5%	6	1%	-2%	-16%	4%	-9	-2%	2%
Cc1cc(NC(=O)C2C3C(=O)N(c4cccnc4)C(C(=O)NC(C)(C)C)C34C=CC2(C)O4)no1 (stereo not given)	-3%	2	-1%	0	-6%	5%	-1%	0%	-6	-1%	-3%
Cc1ccc(N(C(=O)Cn2nnc(-c3cccs3)n2)C(C(=O)NC2CCCC2)c2ccncc2)cc1 (stereo not given)	6%	-3	8%	-19	-5%	nt	2%	-2%	-8	-4%	0%
CCN(CC(=O)Nc1cccc(S(=O)(=O)N(C)c2ccccc2)c1)Cc1ccccc1	nt	nt	-4%	-14	nt	18%	1%	6%	-1	1%	16%
Cc1ccc(-n2nc(C)c3c2OC(N)=C(C#N)C3c2ccccc2F)cc1 (stereo not given)	1%	-1	-1%	27	-3%	2%	-9%	13%	-7	13%	-2%
O=C(COc1ccccc1Cl)NC(=S)Nc1cccc(NC(=O)c2ccccc2Cl)c1	-17%	5	0%	-11	-6%	-10%	?	-1%	8	0%	1%
OCCN(Cc1ccccc1)c1ncnc2sccc12	?	2	-14%	3	?	-2%	-3%	-10%	-3	-4%	-2%
CN1CN(C)C(c2ccncc2)=C1c1ccncc1	39%	-2	0%	2	-1%	-2%	-2%	-1%[1.84 µM]	1	-5%	1%
O=C(NCc1ccncc1)C(=O)NCC1OCCN1S(=O)(=O)c1ccc(Br)cc1 (stereo not given)	-11%	nt	-1%	-28	-2%	-4%	1%	1%	-19	-3%	0%
